NR2E3 ag-1: agonists of human NR2E3 nuclear receptor. Q9Y5X4. CHO-S Gal4-NCOR/VP16-NR2E3 two-hybrid, luciferase. inhibition of corepressor binding, % at 3.98 µM. hit rate 0.35% among 360,000. AID 602229;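 active = inhibition above the mean of all tested compounds plus 3 SD, cut at about 70% in these data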;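 also: 0% = DMSO with NR2E3 transfected cells and 100% = cells lacking NR2E3 construct; higher means lower luciferase signal from less NR2E3 corepressor binding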
Target sequence (Q9Y5X4 whole entry, looked up, the tested form may be a part): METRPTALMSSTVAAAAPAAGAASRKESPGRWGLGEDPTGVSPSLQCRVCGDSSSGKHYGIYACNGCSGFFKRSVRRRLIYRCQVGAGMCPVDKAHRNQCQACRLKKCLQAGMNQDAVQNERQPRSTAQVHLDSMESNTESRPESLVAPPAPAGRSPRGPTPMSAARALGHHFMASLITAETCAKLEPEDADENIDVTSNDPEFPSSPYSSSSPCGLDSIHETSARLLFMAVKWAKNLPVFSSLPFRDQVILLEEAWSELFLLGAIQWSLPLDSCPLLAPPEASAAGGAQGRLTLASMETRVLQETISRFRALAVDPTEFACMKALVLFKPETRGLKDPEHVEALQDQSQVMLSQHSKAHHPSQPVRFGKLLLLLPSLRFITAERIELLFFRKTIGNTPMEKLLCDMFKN
aDG glyco up: alpha-DG glycosylation activation | AID 624168 | activation, % at 10 µM | Pro5-aDG cells, alpha-DG glycosylation AlphaScreen (IIH6); 0% Pro5, 100% B10-LARGE cell signal | hit rate 0.22% among 360,000;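 active = activation of at least 8% versus controls, or a plate z-score of at least 8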;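 also: Pro5 are CHO cells carrying HIG-tagged alpha-DG that lacks glycosylation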
KKLEB cytotox: counter-screen for CF NF-kB inhibitors: cytotoxicity | KKLEB CF airway cells viability, ATPlite luminescence, overnight; hits give low values; cells stimulated with P. aeruginosa culture filtrate | activity change (cytotoxicity), % at 5 µM | hit rate 0.36% among 360,000;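 active = corrected activity change at or below -50% at 5 µM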
Peg3 promoter: Peg3 promoter activity inhibition | HeLa PEG-Prom luciferase reporter, luminescence, overnight | inhibition, % at 20 µM | hit rate 1.7% among 360,000 | AID 588405;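 active = inhibition of at least 50% at 20 µM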
iPSC survival up: hiPSC single-cell survival enhancement; ATPlite luminescence; 100% = ROCK inhibitor wells, 0% = DMSO; survival enhancement, % at 20 µM; hit rate 0.044% among 360,000; in the data active = survival enhancement above about 18%;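 also: cells exposed to compounds for 16 hours before the ATP read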
TRPM1 prom inh: MITF TRPM1 promoter inhibition in SK-MEL-5 cells. inhibition, % at 12.5 µM. SK-MEL-5 TRPM1 promoter luciferase, 24 h. hit rate 0.83% among 330,000. AID 488899;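 active = mean inhibition across replicates of 60% or more, whatever share of single replicates reaches that level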; also: values of inactives mirror those of a sister screen read the other way
NR2E3 ag-2: agonists of human nuclear receptor NR2E3. hit rate 0.12% among 320,000. Q9Y5X4. inhibition of corepressor binding, % at 4.78 µM. AID 2300. GST-NR2E3/biotin-RetCOR TR-FRET, 1536-well;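 active = percent inhibition above the cutoff of mean plus 3 SD of all tested compounds, set per screening campaign, cut at about 20% in these data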;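 also: 0% = DMSO wells and 100% = biotin wells as full block of FRET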
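system = GST-tagged NR2E3 plus biotinylated RetCOR corepressor | input = 1.35 nM GST-NR2E3 | also added = 7 nM biotin-RetCOR | schedule = 5 h incubation at 4 °C | measured by = TR-FRET with europium anti-GST and streptavidin-D2, 340 nm excitation | read-out = percent loss of FRET ratio relative to control wells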
Shn3 3UTR inh: reduces Shn3 3'UTR luciferase signal in osteoblasts; hit rate 0.52% among 360,000; Clone20 osteoblast Shn3 3'UTR firefly luciferase, 24 h; AID 588674; inhibition, % at 12.5 µM;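 active = mean inhibition of at least 75% with every replicate also reaching 75%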;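 also: 0% = median of neutral control wells and 100% = pilot-screen positive control compound; some compounds past the cut are filed as inactive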
HIF-2a block: blocks HIF-2a reporter activity; 786-0 RCC cells HIF-2a reporter, luciferase luminescence, overnight; inhibition, % at 18.8 µM; hit rate 0.72% among 360,000;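 active = inhibition of the luminescence signal of 40% or more relative to plate controls, in a single-dose primary screen at 18.75 µM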
TWEAK-Fn14 inh: inhibitors of TWEAK-Fn14 interaction signaling. TWEAK-stimulated Fn14 reporter cells, luciferase luminescence, 8 h. inhibition, % at 10 µM. hit rate 2% among 360,000. AID 1159606; in the data active = inhibition above about 50%
CF NFkB inh: inhibitors of cystic fibrosis induced NF-kB. KKLEB NF-kB-GFP reporter, PAF-induced, GFP fluorescence overnight. hit rate 0.86% among 360,000. AID 588850. inhibition, % at 5 µM;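 active = at least 50% inhibition at 5 µM, scaled per plate between neutral and stimulator controls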;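 also: PAF is a Pseudomonas aeruginosa culture filtrate used as stimulus; plate controls were PAF-stimulated DMSO wells for no effect and unstimulated DMSO wells for full effect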
Active calls of the source: *; · = no result given.

SMILES	NR2E3 ag-1	aDG glyco up	KKLEB cytotox	Peg3 promoter	iPSC survival up	TRPM1 prom inh	NR2E3 ag-2	Shn3 3UTR inh	HIF-2a block	TWEAK-Fn14 inh	CF NFkB inh
O=C(NCCc1ccccc1)/C(=C\c1ccccc1)NC(=O)c1ccco1	-18	0.2	-35	7	-0.4	-10	-1	6	3	4	24
COc1ccccc1CNC(=O)COC(=O)c1cc([N+](=O)[O-])ccc1N1CCOCC1	-16	0.0	-4	5	0.1	0	-3	-6	15	-10	-4
CCN(CC)S(=O)(=O)c1ccc2c3c(cccc13)C(=O)S2	-48	-0.4	-37	27	1.7	-6	1	18	17	17	54*
CCn1c(SCC(=O)Nc2cccc(C)c2)nc2c(c1=O)SC(C)C2 (stereo not drawn)	16	0.2	-4	22	-0.6	4	1	17	9	-6	9
Cc1cc(Cl)ccc1-n1c(-c2cccnc2)n[nH]c1=S	-27	-0.1	9	7	0.7	-1	2	7	8	-29	-5
COc1ccc(O)c(C(=O)c2cnn(C(=O)c3cccc(S(=O)(=O)N4CCOCC4)c3)c2)c1	-6	0.1	4	-31	-0.8	-13	-1	-6	7	4	7
Cc1nc(-c2cccc(NC(=O)c3ccco3)c2)cs1	-6	0.8	14	-96	-0.1	-15	·	-17	-86	-5	-37
Cn1cnnc1SCC(=O)Nc1ccc(Cl)cn1	20	-0.3	0	13	0.4	-10	3	-10	-1	11	15
COc1ccc(Cn2nnnc2CN(Cc2cc3cccc(C)c3[nH]c2=O)C2CCCC2)cc1	-5	-0.2	21	20	-0.7	4	2	62	-9	-6	-11
CCOc1ccc(-c2ccc(/C=C3/C(=N)N4C(C)=CSC4=NC3=O)o2)c([N+](=O)[O-])c1	-24	0.0	11	-5	0.2	2	1	9	-8	-2	-20
CC(SCC(=O)NC12CC3CC(CC(C3)C1)C2)C(=O)O (stereo not drawn)	-2	-0.2	-1	23	0.5	12	-4	-9	1	-1	6
CC1CC(C)CN(S(=O)(=O)c2ccc(C(=O)NNC(=O)c3ccccc3F)cc2)C1 (stereo not drawn)	25	-0.1	3	4	0.7	1	·	-2	8	19	-8
O=C(Cn1cnc2c(cnn2-c2ccccc2)c1=O)NC1CCCC1	0	0.0	1	-45	1.0	-8	2	1	-74	2	12
COC(=O)c1sc(NC(=O)/C=C/c2ccc(C)cc2)nc1C	-10	-0.2	1	-42	0.6	-31	-2	-50	-46	6	14
CCOc1ccc(NC(C)c2cc(Cl)ccc2O)cc1 (stereo not drawn)	6	-0.2	-2	-5	-0.7	1	0	12	6	4	-14
CCOC(=O)c1[nH]c2ccc(OC)cc2c1NC(=O)CCN1CCN(Cc2ccccc2)CC1	-22	-0.3	-3	5	3.3	-8	7	-6	7	11	5
O=C(c1ccc(=O)[nH]c1)N(Cc1ccco1)C1(C(=O)NC2CCCC2)CCCCC1	-8	-0.1	-5	6	-2.0	-6	5	7	3	1	7
O=C(CSc1nnc(SCc2ccccc2)s1)N/N=C/c1ccc(C(=O)O)cc1	1	-0.1	8	-5	-0.5	0	1	-23	2	7	-8
CCOc1cc(C2NC(=S)NC(C)=C2C(=O)Nc2ccccc2)ccc1O (stereo not drawn)	-9	0.0	4	-29	-0.5	4	0	1	21	3	17
CC(Sc1n[nH]c(N)n1)c1nc2scc(-c3cccs3)c2c(=O)[nH]1 (stereo not drawn)	-26	-0.1	-4	8	-0.2	3	1	2	30	31	10
O=S(=O)(Nc1cccc(-n2cnnn2)c1)c1ccccc1F	17	-0.1	12	13	-0.5	13	0	-3	18	1	-8
O=C(Cn1c(NCCCO)nc2ccccc21)c1ccc(F)cc1	-8	-0.1	-2	16	0.6	1	5	-1	12	12	-14
CC(Oc1cccc(Cl)c1)C(=O)Nc1ccc(S(=O)(=O)NC2=NCCCCC2)cc1 (stereo not drawn)	-1	0.1	-6	10	-0.2	9	2	22	19	4	-3
COCCN1CCN(C(=O)C2CCC(=O)N(CCCc3ccccc3)C2)CC1 (stereo not drawn)	-12	-0.5	-14	0	-0.4	11	4	13	8	14	22
Cc1noc(C)c1C(=O)NC(C)C1CCCO1 (stereo not drawn)	3	0.2	3	8	5.1	5	1	-8	9	-2	4

Part of the list above, with two lines to a compound.
Below each SMILES: NR2E3 ag-1, aDG glyco up, KKLEB cytotox, Peg3 promoter, iPSC survival up, TRPM1 prom inh, NR2E3 ag-2, Shn3 3UTR inh, HIF-2a block, TWEAK-Fn14 inh, CF NFkB inh
CCOc1ccc(-c2ccc(/C=C3/C(=N)N4C(C)=CSC4=NC3=O)o2)c([N+](=O)[O-])c1
    -24, 0.0, 11, -5, 0.2, 2, 1, 9, -8, -2, -20
CC(SCC(=O)NC12CC3CC(CC(C3)C1)C2)C(=O)O (stereo not drawn)
    -2, -0.2, -1, 23, 0.5, 12, -4, -9, 1, -1, 6
CC1CC(C)CN(S(=O)(=O)c2ccc(C(=O)NNC(=O)c3ccccc3F)cc2)C1 (stereo not drawn)
    25, -0.1, 3, 4, 0.7, 1, ·, -2, 8, 19, -8
O=C(Cn1cnc2c(cnn2-c2ccccc2)c1=O)NC1CCCC1
    0, 0.0, 1, -45, 1.0, -8, 2, 1, -74, 2, 12
COC(=O)c1sc(NC(=O)/C=C/c2ccc(C)cc2)nc1C
    -10, -0.2, 1, -42, 0.6, -31, -2, -50, -46, 6, 14
CCOc1ccc(NC(C)c2cc(Cl)ccc2O)cc1 (stereo not drawn)
    6, -0.2, -2, -5, -0.7, 1, 0, 12, 6, 4, -14
CCOC(=O)c1[nH]c2ccc(OC)cc2c1NC(=O)CCN1CCN(Cc2ccccc2)CC1
    -22, -0.3, -3, 5, 3.3, -8, 7, -6, 7, 11, 5
O=C(c1ccc(=O)[nH]c1)N(Cc1ccco1)C1(C(=O)NC2CCCC2)CCCCC1
    -8, -0.1, -5, 6, -2.0, -6, 5, 7, 3, 1, 7
O=C(CSc1nnc(SCc2ccccc2)s1)N/N=C/c1ccc(C(=O)O)cc1
    1, -0.1, 8, -5, -0.5, 0, 1, -23, 2, 7, -8
CCOc1cc(C2NC(=S)NC(C)=C2C(=O)Nc2ccccc2)ccc1O (stereo not drawn)
    -9, 0.0, 4, -29, -0.5, 4, 0, 1, 21, 3, 17
CC(Sc1n[nH]c(N)n1)c1nc2scc(-c3cccs3)c2c(=O)[nH]1 (stereo not drawn)
    -26, -0.1, -4, 8, -0.2, 3, 1, 2, 30, 31, 10
O=S(=O)(Nc1cccc(-n2cnnn2)c1)c1ccccc1F
    17, -0.1, 12, 13, -0.5, 13, 0, -3, 18, 1, -8
O=C(Cn1c(NCCCO)nc2ccccc21)c1ccc(F)cc1
    -8, -0.1, -2, 16, 0.6, 1, 5, -1, 12, 12, -14
CC(Oc1cccc(Cl)c1)C(=O)Nc1ccc(S(=O)(=O)NC2=NCCCCC2)cc1 (stereo not drawn)
    -1, 0.1, -6, 10, -0.2, 9, 2, 22, 19, 4, -3
COCCN1CCN(C(=O)C2CCC(=O)N(CCCc3ccccc3)C2)CC1 (stereo not drawn)
    -12, -0.5, -14, 0, -0.4, 11, 4, 13, 8, 14, 22
Cc1noc(C)c1C(=O)NC(C)C1CCCO1 (stereo not drawn)
    3, 0.2, 3, 8, 5.1, 5, 1, -8, 9, -2, 4

(more compounds)
SMILES	NR2E3 ag-1	aDG glyco up	KKLEB cytotox	Peg3 promoter	iPSC survival up	TRPM1 prom inh	NR2E3 ag-2	Shn3 3UTR inh	HIF-2a block	TWEAK-Fn14 inh	CF NFkB inh
CCOC(=O)C1=C(CSc2nc(-c3ccncc3)ccc2C#N)OC(N)=C(C#N)C1c1cccnc1 (stereo not drawn)	-43	-0.2	4	-24	-5.3	10	0	-16	-90	-26	-4
CN(c1ccc(C(=O)N2CCOCC2)cc1)S(=O)(=O)c1ccc(Cl)cc1	4	0.1	-26	16	-0.4	-10	2	5	14	-6	32
O=C(CCCCn1c(=O)[nH]c2ccsc2c1=O)NCC1CCCO1 (stereo not drawn)	-12	-0.1	-5	10	-1.8	-1	0	-14	5	-11	15
CCCn1nc(Oc2nc(N(C)C)nc(N(C)C)n2)ccc1=O	-13	-0.3	-3	-8	2.8	-2	-2	-1	14	-15	12
CC(=O)Nc1ccc(/C=N/NC(=O)CCN2CCN(c3ccccc3)CC2)cc1	-17	-0.2	2	23	2.4	9	0	0	18	5	4
CCN(C(=O)c1cn(C)c(=O)c2cc(OC)c(OC)cc12)c1ccccc1C	-22	-0.2	2	9	1.9	-4	2	-2	0	-3	-5
Cc1onc(-c2ccccc2Cl)c1C(=O)Nc1cc(=O)n(C)c(=O)n1C	-1	1.1	5	8	-1.3	5	2	5	15	13	-7
CNC(=O)n1ccc(C(=O)N2CCCCC2)n1	-18	-0.3	10	8	-1.0	-11	3	-16	21	-2	2
CC(C)C[C@H]1CN=C(N(C)C)N1CC(C)C	-23	0.2	21	-17	0.2	-8	·	19	12	-9	-12
CCCN(CC(=O)Nc1ccccc1C)C(=O)CCl	-20	0.2	-12	64*	0.1	63*	2	3	39	49	12
Nc1ncnc2c1ncn2[C@@H]1O[C@H](C(=O)N(CCC2=CCCCC2)CC2CC2)[C@@H](O)[C@H]1O	-4	-0.2	-4	15	0.1	·	·	24	18	-6	-10
CCOc1ccc(CNC(c2ccccc2)c2ccccc2)cc1	13	-0.2	2	13	1.1	-13	2	0	11	-13	10
O=C(c1ccccc1)N1CCN(c2ncccn2)CC1	13	-0.1	4	4	0.5	3	-3	5	11	-11	-1
O=C(COC(=O)/C=C/c1ccc([N+](=O)[O-])cc1)Nc1ccc(F)cc1	15	0.0	4	12	0.7	1	0	-8	-4	-3	7
COc1cc(NC(=O)c2cc3ccccc3cc2O)c(OC)cc1Cl	-55	-0.3	-55*	-7	0.6	29	-1	43	-82	67*	50*
CNc1ccc(Oc2c(F)c(F)nc(F)c2F)cc1	-22	0.0	4	1	-0.6	-5	4	7	6	3	3
COc1cc(CN2CCCN(C)CC2)c([N+](=O)[O-])cc1OC	-17	-0.2	6	1	-0.6	12	0	-4	16	17	16
COc1ccc(C)c2sc(NC(=O)C3CC3)nc12	-1	0.1	26	-3	0.1	8	0	-8	0	-3	-28
CS(=O)(=O)Nc1cccc(-c2ccc3nncn3c2)c1	7	-0.1	-14	5	-2.0	·	·	5	-2	-10	5

Source: PubChem BioAssay (several laboratories)
